Compound activity: PubChem BioAssay, Fisher Drug Discovery Resource Center
NPYLR7 ag: agonists of mosquito NPYLR7 receptor, primary screen, cell-based, Aedes aegypti, calcium fluorescence, mosquito biting behavior | actives 0.15% (n = 270,000) | activation, % at 10 µM | AID 1259423, 2018 | HEK293T NPYLR7/Galpha15, GCaMP6s calcium fluorescence; in the data active = activation above about 40%;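 note: 0% = vehicle and 100% = reference agonist at the receptor; some compounds past the cut are filed as inactive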
mcGAS lum: cyclic GMP-AMP synthase inhibitors, mouse, primary biochemical chemiluminescence; Q8C6L5; recombinant cGAS, Kinase-Glo ATP depletion luminescence; inhibition, % at 12.5 µM; actives 0.15% (n = 160,000); AID 1259399, 2018;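 note: 0% = negative control wells and 100% = reference inhibitor with no enzyme activity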
hcGAS lum: Primary biochemical luminescence assay for human cyclic GMP-AMP synthase inhibitors | Q8N884 | recombinant h-cGAS, ATP depletion, Kinase-Glo luminescence | inhibition, % at 12.5 µM | actives 0.081% (n = 290,000) | AID 1259398, 2018;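 note: 0% = vehicle reaction and 100% = reaction without DNA for no activity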
Target sequence (Q8N884 whole entry, looked up): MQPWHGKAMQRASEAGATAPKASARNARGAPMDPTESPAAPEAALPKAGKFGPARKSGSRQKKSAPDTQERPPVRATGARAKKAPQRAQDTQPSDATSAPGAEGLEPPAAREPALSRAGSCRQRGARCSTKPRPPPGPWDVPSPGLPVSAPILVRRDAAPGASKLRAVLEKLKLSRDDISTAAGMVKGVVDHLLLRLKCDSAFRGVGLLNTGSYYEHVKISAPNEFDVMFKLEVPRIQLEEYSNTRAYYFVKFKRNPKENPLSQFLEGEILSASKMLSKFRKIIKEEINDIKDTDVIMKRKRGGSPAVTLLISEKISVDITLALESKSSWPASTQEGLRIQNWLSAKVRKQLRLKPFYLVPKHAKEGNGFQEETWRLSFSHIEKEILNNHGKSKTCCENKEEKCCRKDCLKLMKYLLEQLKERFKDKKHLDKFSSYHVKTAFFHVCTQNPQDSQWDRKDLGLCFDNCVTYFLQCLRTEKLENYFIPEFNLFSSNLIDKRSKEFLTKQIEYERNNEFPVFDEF
An asterisk follows results filed as active; · = no result given; & = joins results of further samples. Cut-off read from the data, not from the text of the source, unless noted: active = inhibition above about 40%; inactive = the rest.

SMILES | NPYLR7 ag | mcGAS lum | hcGAS lum
COc1ccccc1N1CCN(c2nnnn2-c2ccccc2)CC1 | 8 | -8 | -8
Cc1nc2c(C)cccc2cc1C(=O)N1CC(c2ccncc2)C1 | 0 | -18 | -7
c1ccc(C2NCCc3[nH]cnc32)c(Cn2cccn2)c1 (stereo not drawn) | 14 | · | -7
CN(C)c1ccc(NC=CC(=O)C(F)(F)F)cc1 | 1 | · | -8
C#CCOCC(O)CN(Cc1ccccc1C)C1CC1 (stereo not drawn) | 16 | -2 | -4
Cc1ccccc1NC(=O)C1C(=O)N(CCO)C2(C)CC1c1ccccc1O2 (stereo not drawn) | 2 | · | -8
Cc1ccc2nc(CSc3[nH]c(=O)cc(C(F)(F)F)c3C#N)cc(=O)n2c1 | 3 | · | -5
COc1ccccc1N1CCN(C2CCCN(C(=O)CC(C)(C)C)C2)CC1 (stereo not drawn) | 23 | -6 | -6
CC(=O)OCC(=O)NCC1Cc2cc(Oc3ccccc3)ccc2O1 (stereo not drawn) | 9 | 1 | 4
O=C(NNC(=O)c1cc(Br)c[nH]1)c1ccsc1 | 15 | · | -5
CC(NC(=O)N(C)Cc1csc2ccccc12)C1CCCO1 (stereo not drawn) | 3 | · | -1
O=C(Nc1nccs1)c1cn(Cc2ccc(F)cc2)nc1OCc1ccc(F)cc1 | 9 | -7 | -8
CC1CCN(c2ccc(NC(=O)Nc3cccc4ccccc34)cc2C(=O)NC(C)c2ccccc2)CC1 (stereo not drawn) | -4 | 1 | 5
CCc1ccc(NC(=O)Cn2nnc(-c3c(F)cccc3Cl)n2)cc1 | 5 | · | -3
Cc1ccc(-n2c(-c3ccc(F)cc3)cc(C(=O)N3CCN(C(=O)Nc4ccc(C(C)C)cc4)CC3)c2C)cc1 | 0 | -5 | -5
CC(C)(C)c1cc(NC(=O)CN(Cc2ccccc2)C(=O)Nc2ccccc2C(F)(F)F)n(-c2ccc(Cl)c(Cl)c2)n1 | 1 | -6 | -3
CC(CNC(=O)Cn1cnnn1)c1c(Cl)cccc1Cl (stereo not drawn) | -3 | · | -4
CCOC(=O)CCC(=O)N1CCC(c2nc(-c3cccnc3)no2)CC1 | 18 | -5 | -6
O/N=C1\CCCCCC1NO (stereo not drawn) | -13 | · | 0
O=C(NC1CCN(C(=O)CCCn2c(=O)oc3ccccc32)CC1)c1ccccc1 | 5 | · | -4
O=C(CCCn1nc(-c2ccco2)ccc1=O)Nc1nc2ccccc2s1 | 1 | -7 | -7
O=C1Nc2ccc(-c3ccco3)cc2C(=O)N2CCN(C(=O)[C@H]3CCCN3)C[C@@H]12 | -8 | -5 | -6
CCN(CC)C(=O)Oc1ccc2c(ccn2Cc2cc(C(F)(F)F)ccc2Cl)c1-c1cc(C)cc(C)c1 | 9 | -6 | -1
CC(Sc1nnc(NCc2ccco2)s1)C(=O)Nc1ccccc1 (stereo not drawn) | 5 | · | -10
Cc1c(Cl)cccc1NC(=O)NCCCn1ncccc1=O | -9 | -11 | -6
CCCOc1nn(CCC)cc1C(=O)NC1CCCCC1 | 1 | -6 | -4
Cc1cccc(Cn2cccc2CN(CC(=O)OCc2ccccc2)C(C)C(C)C)c1 (stereo not drawn) | · | 2 | 1
COc1ccc2c(c1)c(CCN(C)C)cn2Cc1ccc(OC(F)(F)F)cc1 | -7 | -4 | 2
Cc1cccc(-n2ncc3c(=O)n4c(nc32)SCC4CC(=O)Nc2nnc(C)s2)c1 (stereo not drawn) | 9 | 1 | -2
Cn1ccnc1SCc1cc(=O)c(OC(=O)c2ccc(C(F)(F)F)cc2)co1 | 5 | -3 | -3
COc1ccc(C)cc1NC(=O)COc1ccc(N2CCN(C(C)=O)CC2)cc1 | 3 | · | -8
C=CCCC(O)CN(CCCOC)Cc1cccn1Cc1cccc(F)c1 (stereo not drawn) | -7 | 2 | 1
C=C1CC[C@H](O)C/C1=C/C=C1\CCC[C@]2(C)[C@@H]([C@H](C)CCCC(C)C)CC[C@@H]12 | 1 | · | -5
Cc1ccc(Cn2c(C)c(C(=O)NCc3ccccn3)sc2=O)cc1 | 4 | · | -2
Cc1ccc(OCC(=O)N=Nc2c(O)n(C)c3ccccc23)cc1 | -2 | · | 2
CC1CN(CC(=O)Nc2ccccc2Br)C1c1ccccc1 (stereo not drawn) | 5 | · | -4
Cc1cc(OCC(=O)NCc2ccc(-c3ccc(Br)cc3)o2)no1 | 7 | · | -5
Cc1ccc(C(=O)Nn2cnc3c(cnn3C(C)(C)C)c2=O)cc1 | 3 | · | -12
COCCN(Cc1cc(OC)cc(OC)c1)CC(C)O (stereo not drawn) | 14 | -3 | 1
COCCN(CC(=O)N(CCc1c[nH]c2ccccc12)Cc1ccc(C)cc1)C(=O)C1CCC1 | 6 | -4 | -1

Limited to hcGAS lum, for some of the entries so far:
molecule	hcGAS lum
C=CCCC(O)CN(CCCOC)Cc1cccn1Cc1cccc(F)c1 (stereo not drawn)	1
C=C1CC[C@H](O)C/C1=C/C=C1\CCC[C@]2(C)[C@@H]([C@H](C)CCCC(C)C)CC[C@@H]12	-5
Cc1ccc(Cn2c(C)c(C(=O)NCc3ccccn3)sc2=O)cc1	-2

The list continues.
SMILES | NPYLR7 ag | mcGAS lum | hcGAS lum
Cc1nc2c(C)cccn2c(=O)c1NC(=O)c1ccccc1Cl | 1 | · | -16
CCn1cnnc1SCC(=O)Nc1ccc(F)cc1F | -11 | -3 | -1
Cc1cc(CNC(=O)N(Cc2ccco2)c2cccc(Cl)c2)on1 | 1 | -11 | -4
CC(C)c1ccc(-n2nc(C(=O)NC3CC3)c(=O)n(Cc3ccccc3F)c2=O)cc1 | -1 | -5 | -4
CC/C=C(/C)C(=O)NCc1cccnc1OCc1ccccc1 | -10 | · | 1
COCCN1CCCC[C@]2(C[C@H](C(=O)O)[C@H](c3ccccc3)N2C(=O)c2ccc(OC)cc2)C1=O | 3 | -7 | -2
COc1ccc(CC(=O)NCC2COc3ccccc3C2)cc1F (stereo not drawn) | 12 | -6 | -7
O=C(COc1ccc(Cl)cc1)N1CCN(c2nc3nccc(-c4cc(Cl)ccc4Cl)n3n2)CC1 | 4 | -9 | -10
N#CC1C(=N)SC(=N)C(C#N)C1c1ccccc1 (stereo not drawn) | 10 | 23 | 19
CC1=C(C(=O)OCCc2ccccc2)C(c2ccccc2Cl)NC(=O)N1 (stereo not drawn) | -3 | -4 | -6
COc1ccccc1C(CC(=O)N1CCN(c2cccc(C(F)(F)F)c2)CC1)c1cn(C)c2ccccc12 (stereo not drawn) | 1 | -4 | -4
Cc1c(C(=O)NCc2cccc(C(F)(F)F)c2)cc(-c2ccc(Cl)cc2)n1-c1cccc(F)c1 | -8 | -3 | -4
CC(=O)NCCN1C(=O)SC(=Cc2ccc(OC(F)F)cc2)C1=O | 0 | -6 | -5
Cc1nn(C2CCS(=O)(=O)C2)c2nc(-c3ccccc3)cc(C(=O)N3CCCC3)c12 (stereo not drawn) | 1 | 0 | 5
Cc1csc(CN2CCN(C(=O)c3cc(=O)c4ccccc4o3)CC2)n1 | -8 | -7 | -8
O=C(c1ccc(CSc2ccccc2F)cc1)N1C2CCC1CC(Oc1ccc3c(c1)OCO3)C2 (stereo not drawn) | 5 | -5 | -6
OCCC1CN(Cc2cccn2-c2cccnc2)CCN1CC1CCCCC1 (stereo not drawn) | -5&1 | -12 | -6&-3
N#CCc1nc(-c2cc3cc(Cl)cc(Cl)c3oc2=O)cs1 | 10 | · | -4
CS(=O)(=O)CCNCc1ccc(-c2ccc3ncnc(Nc4ccc(OCc5cccc(F)c5)c(Cl)c4)c3c2)o1 | -17 | · | -3
CCOC(=O)c1cc(-c2ccccc2)sc1NC(=O)/C=C/c1ccccc1Cl | -3 | -7 | -7
Cc1cc(=O)c(OCc2ccccc2)cn1CC(=O)N1CCN(c2ccccc2)CC1 | 1 | -7 | -8
C=C(C)Cn1c(N2CCN(Cc3c(Cl)cccc3Cl)CC2)nc2c1c(=O)[nH]c(=O)n2C | -8 | · | 4
C=CCN(CC(=O)N1CCc2sccc2C1COc1ccc(F)cc1)CC(O)COCc1ccco1 (stereo not drawn) | 14 | -4 | -5
CCOCCCN1C(=O)C(=Cc2c(NCC3CCCO3)nc3c(C)cccn3c2=O)SC1=S (stereo not drawn) | 2 | -9 | -14
COc1cccc(-c2nc(C=Nc3cccc(Cl)c3C)c(O)o2)c1 | -5 | · | 1
CCc1ccc(CN(C)C(=O)Cc2c(C)nc(N)nc2C)nc1 | -6 | · | -8
COC(=O)c1c(C)c(C(=O)C(C)N(Cc2ccco2)C(=O)c2cccc(C(F)(F)F)c2)c(C)n1C (stereo not drawn) | -8 | -5 | -7
O=C1NC2(CCN(C(=O)Nc3ccc(Br)cc3)CC2)Nc2cccc(Cl)c21 | 2 | -4 | -4
COc1cccc(-c2cc(Cn3cc(-c4cccc(O)c4)nn3)no2)c1 | 3 | -8 | -1
O=[N+]([O-])c1cccc(-n2cccc2/C=N\Nc2nc(N3CCCCC3)nc(N3CCCCC3)n2)c1 | -6 | -4 | -2
CCCCN(CC(=O)Nc1c(-c2ccccc2)c(C)nn1-c1ccc(OC)cc1)C(=O)Nc1ccc(C(=O)OCC)cc1 | 0 | 1 | 6
O=C(NC1CCN(c2ccccc2C(=O)NCc2cccnc2)CC1)c1ccc(F)cc1 | 22 | -6 | -5
Cc1cc(C)n(C2CCN(S(=O)(=O)NCc3ccccc3)C2)n1 (stereo not drawn) | -6 | · | -3
Cc1cc(C)c(-c2cc(C(N)=O)ccn2)c(C)c1 | -6 | · | -3
COc1ccc(N2C(=O)CSC2c2cccc(NC(=O)C3CC3)c2)cc1 (stereo not drawn) | -3 | -5 | -7
Cc1ccc(C(C)C)cc1S(=O)(=O)NCc1ccc2c(c1)OCO2 | -12 | · | 3
CC1CC1c1ccc(/C=C/C(=O)NCC2COc3ccccc3C2)o1 (stereo not drawn) | 3 | · | -9
COc1ccc(C(=O)N2CCC(c3nc(-c4c(Cl)cccc4Cl)no3)CC2)cc1 | · | -6 | -10
CCOc1ccc(-c2ccc(=O)n(CCNC(=O)Nc3cccc(Cl)c3)n2)cc1 | -4 | -8 | -4
O=C(NCc1csc2c1CCCC2)C1CCCN(CCO)C1 (stereo not drawn) | · | -5 | -9
CCN(C(=O)NCCC(=O)N1CC(C)OC(C)C1)C(C)c1ccc(F)cc1 (stereo not drawn) | 1 | · | -14
Nn1c(Cn2cnc3ccccc32)n[nH]c1=S | -3 | · | -7
Cn1nc(SCC(=O)O)c(=O)n(C)c1=O | 4 | · | -6
O=C(NCCOc1ccccc1)C1CC12c1ccccc1-c1ccccc12 (stereo not drawn) | 2 | -4 | -6
Cc1ccc(C(=O)CSc2nc(C)c(C)c(C)c2C#N)c(C)c1 | -1 | · | -4
Cc1csc(SCc2cc(=O)c(OC(=O)c3ccc(-c4ccccc4)cc3)co2)n1 | -4 | -1 | -11
COC(=O)c1ccc(Cn2c(C)c(C(=O)N(C)Cc3cccc(OC)c3)sc2=O)o1 | 9 | · | -7
CC1(C)NC(=O)N(CCCC(=O)NCc2ccccc2)C1=O | 9 | -6 | -4
O=C(NCCc1ccco1)c1ccc(C(=O)c2ccccc2)cc1 | 12 | · | -4
Fc1ccc(-n2cccn2)c(CN2CCC(OCc3cccnc3)CC2)c1 | 3 | · | -1
COC(=O)c1ccc(NCC(=O)NCc2ccco2)cc1Cl | 7 | 2 | 6
COc1ccc(C2=N/C(=C\C(Cl)=C\c3ccccc3)C(=O)O2)cc1Br | -7 | -4 | -7

Entries listed so far with an aryl methoxy group, in the order listed:
SMILES | NPYLR7 ag | mcGAS lum | hcGAS lum
COc1ccccc1N1CCN(c2nnnn2-c2ccccc2)CC1 | 8 | -8 | -8
COc1ccccc1N1CCN(C2CCCN(C(=O)CC(C)(C)C)C2)CC1 (stereo not drawn) | 23 | -6 | -6
COc1ccc2c(c1)c(CCN(C)C)cn2Cc1ccc(OC(F)(F)F)cc1 | -7 | -4 | 2
COc1ccc(C)cc1NC(=O)COc1ccc(N2CCN(C(C)=O)CC2)cc1 | 3 | · | -8
COCCN(Cc1cc(OC)cc(OC)c1)CC(C)O (stereo not drawn) | 14 | -3 | 1
COCCN1CCCC[C@]2(C[C@H](C(=O)O)[C@H](c3ccccc3)N2C(=O)c2ccc(OC)cc2)C1=O | 3 | -7 | -2
COc1ccc(CC(=O)NCC2COc3ccccc3C2)cc1F (stereo not drawn) | 12 | -6 | -7
COc1ccccc1C(CC(=O)N1CCN(c2cccc(C(F)(F)F)c2)CC1)c1cn(C)c2ccccc12 (stereo not drawn) | 1 | -4 | -4
COc1cccc(-c2nc(C=Nc3cccc(Cl)c3C)c(O)o2)c1 | -5 | · | 1
COc1cccc(-c2cc(Cn3cc(-c4cccc(O)c4)nn3)no2)c1 | 3 | -8 | -1
CCCCN(CC(=O)Nc1c(-c2ccccc2)c(C)nn1-c1ccc(OC)cc1)C(=O)Nc1ccc(C(=O)OCC)cc1 | 0 | 1 | 6
COc1ccc(N2C(=O)CSC2c2cccc(NC(=O)C3CC3)c2)cc1 (stereo not drawn) | -3 | -5 | -7
COc1ccc(C(=O)N2CCC(c3nc(-c4c(Cl)cccc4Cl)no3)CC2)cc1 | · | -6 | -10
COC(=O)c1ccc(Cn2c(C)c(C(=O)N(C)Cc3cccc(OC)c3)sc2=O)o1 | 9 | · | -7
COc1ccc(C2=N/C(=C\C(Cl)=C\c3ccccc3)C(=O)O2)cc1Br | -7 | -4 | -7
